# PLC-gamma1 inh – inhibitors of human phospholipase C gamma1; purified PLC-gamma1, fluorogenic substrate, fluorescence; inhibition, % at 12.2 µM; 370,000 tested, 0.84% active; AID 720700; in the data active means inhibition above about 9.5%
# DAX1 inh-1 – inhibitors of human orphan nuclear receptor DAX1 (NR0B1). HEK293 Gal4-DAX1 luciferase reporter, luminescence. inhibition, % at 6.75 µM. 340,000 tested, 0.99% active. AID 504766;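 active means inhibition above the mean over all tested compounds plus 3 SD, cut at about 4.2% in these data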;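 further: 0% = DAX1-transfected cells with DMSO and 100% = empty-vector control cells with DMSO; inhibition shows as a rise in luminescence from relieved DAX1 repression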
# ssDAF-12 act – activates DAF-12 receptor from parasite S. stercoralis. HEK293 ssDAF-12/GRIP1 lit1-tk-luc reporter, luminescence; % of 3 µM dafachronic acid response. AID 652126. activation, % at 6.8 µM. 370,000 tested, 1% active;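 active means activation above the mean over all tested compounds plus 3 SD, cut at about 0.9% in these data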;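 further: 0% = DMSO-only wells and 100% = 3 µM delta7-dafachronic acid wells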
# hgDAF-12 ag – agonists of H. glycines DAF-12 nuclear receptor; activation, % at 6.8 µM; 370,000 tested, 1.8% active; HEK293 GAL4-hgDAF12 UAS-luciferase reporter, agonist luminescence; normalized to butyrate control;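 active means activation above a cutoff set at the mean of all screened compounds plus 3 SD, cut at about 10% in these data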;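 further: 0% = DMSO wells and 100% = sodium butyrate wells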
# ADAM17 inh – inhibits human ADAM17; recombinant ADAM17, EDANS/DABCYL FRET peptide cleavage; inhibition, % at 6.95 µM; 370,000 tested, 0.83% active; AID 720648;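 active means inhibition above the mean of compounds lying between control limits plus 3 SD, set per campaign, cut at about 8.5% in these data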;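 further: 0% = DMSO-only wells as the low control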
# Target sequence (P78536 215-824 limits assumed): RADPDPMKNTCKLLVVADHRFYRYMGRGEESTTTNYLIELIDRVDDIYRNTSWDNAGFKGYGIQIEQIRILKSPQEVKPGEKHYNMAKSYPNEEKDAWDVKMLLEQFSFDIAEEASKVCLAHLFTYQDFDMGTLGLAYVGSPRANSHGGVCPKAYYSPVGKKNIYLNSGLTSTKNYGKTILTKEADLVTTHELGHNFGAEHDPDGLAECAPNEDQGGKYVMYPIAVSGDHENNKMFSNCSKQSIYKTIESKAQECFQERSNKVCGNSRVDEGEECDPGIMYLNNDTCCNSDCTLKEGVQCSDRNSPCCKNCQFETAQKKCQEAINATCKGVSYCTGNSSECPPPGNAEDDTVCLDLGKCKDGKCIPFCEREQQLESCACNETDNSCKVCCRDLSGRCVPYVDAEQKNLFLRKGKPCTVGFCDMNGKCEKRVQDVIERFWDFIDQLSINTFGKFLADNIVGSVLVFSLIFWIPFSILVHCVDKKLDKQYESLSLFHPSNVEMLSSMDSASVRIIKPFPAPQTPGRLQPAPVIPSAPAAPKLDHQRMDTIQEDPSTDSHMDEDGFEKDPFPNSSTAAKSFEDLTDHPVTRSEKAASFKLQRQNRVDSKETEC
# HGIII-sPLA2 inh – Blocks human group III sPLA2 activity; inhibition, % at 12.2 µM; QFRET BODIPY PC-A2 liposome hydrolysis, fluorescence; 370,000 tested, 0.56% active; Q9NZ20;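 active means inhibition above mean plus 3 SD of compounds lying within the high and low control bounds, cut at about 19% in these data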;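 further: 0% = median of test compound wells and 100% = no enzyme DMSO wells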
# PLC-beta3 inh – blocks human PLC-beta3 enzyme activity; Purified PLC-beta3, fluorogenic substrate, fluorescence; inhibition, % at 12.2 µM; 370,000 tested, 0.18% active; in the data active means inhibition above about 11%;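 further: 0% = median of compound wells on plate and 100% = full blocker control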
# hcDAF-12 act – activators of H. contortus DAF-12 nuclear receptor | HEK293 hcDAF-12 lit1-tk-luc reporter, luminescence; 0% DMSO, 100% Δ7-dafachronic acid | activation, % at 6.8 µM | 370,000 tested, 1.4% active;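 active means activation above the mean of all tested compounds plus 3 SD, cut at about 5.5% in these data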;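 further: 100% = response to 3 µM Δ7-dafachronic acid high control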
# FXN GAA850 act – activators of GAA850 frataxin (FXN) promoter; activation, % at 6 µM; HEK293 lucGAA850 FXN promoter luciferase reporter, 24 h; percent of 10 µM SAHA response; 360,000 tested, 0.56% active;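 active means activation above the average of all compounds screened plus 3 SD, cutoff fixed separately per campaign, cut at about 7.5% in these data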;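 further: 0% = DMSO wells and 100% = 10 µM SAHA wells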
# DAX1 inh-2 – blocks DAX1 repression of SF-1 activated StAR promoter; HEK293T StAR-luciferase reporter, SF-1/DAX-1 repression relief; inhibition, % at 6.8 µM; 370,000 tested, 1.1% active; AID 652010;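 active means inhibition above the mean over all tested compounds plus 3 SD, cut at about 3.6% in these data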;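 further: 0% = DAX-1 cells with DMSO and 100% = cells lacking DAX-1 with DMSO; higher inhibition means more luminescence from relief of DAX-1 repression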
# ADAM10 inh – inhibitors of human ADAM10 | inhibition, % at 7 µM | O14672 | 370,000 tested, 0.62% active | recombinant ADAM10, EDANS/DABCYL FRET peptide cleavage, 3 h;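 active means inhibition above a per-campaign cutoff equal to the mean of compounds falling between control-based bounds plus 3 SD, cut at about 20% in these data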;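 further: 0% = DMSO wells while the 100% control is not disclosed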
# Target sequence (O14672 214-748 limits assumed): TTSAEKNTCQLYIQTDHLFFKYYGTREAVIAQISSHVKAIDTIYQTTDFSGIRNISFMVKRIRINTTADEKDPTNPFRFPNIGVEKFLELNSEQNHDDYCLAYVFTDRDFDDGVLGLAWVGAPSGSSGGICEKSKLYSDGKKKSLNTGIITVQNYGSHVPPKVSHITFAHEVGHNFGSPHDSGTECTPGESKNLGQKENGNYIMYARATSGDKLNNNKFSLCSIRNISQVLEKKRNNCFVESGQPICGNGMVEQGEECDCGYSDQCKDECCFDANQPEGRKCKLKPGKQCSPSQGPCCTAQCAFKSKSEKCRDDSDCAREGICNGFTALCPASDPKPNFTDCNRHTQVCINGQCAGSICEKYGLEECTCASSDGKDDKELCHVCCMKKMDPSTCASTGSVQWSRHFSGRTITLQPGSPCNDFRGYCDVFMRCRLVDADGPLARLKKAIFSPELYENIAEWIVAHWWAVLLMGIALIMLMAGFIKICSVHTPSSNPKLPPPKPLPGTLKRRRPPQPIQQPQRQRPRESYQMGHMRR
# The depositor's hits bear a star; · = no result given.
SMILES,PLC-gamma1 inh,DAX1 inh-1,ssDAF-12 act,hgDAF-12 ag,ADAM17 inh,HGIII-sPLA2 inh,PLC-beta3 inh,hcDAF-12 act,FXN GAA850 act,DAX1 inh-2,ADAM10 inh
CC(O)CC(=O)NOCc1ccccc1 (centres undefined),-0.5,0.2,-0.3,-0.9,1.6,1.9,5.6,0.2,-0.1,2.2,-13.1
O=C(Nc1nccs1)c1ccc(N2CCOCC2)c([N+](=O)[O-])c1,5.1,2.7,0.2,9.1,6.1,4.9,1.2,2.7,5.1,7.0*,0.4
CCn1cc(/C=C(\NC(=O)c2ccc(OC)c(OC)c2)C(=O)N2CCN(C)CC2)c2ccccc21,-14.6,0.4,-1.1,-1.3,-1.1,-0.2,-29.4,1.1,-0.3,0.0,-5.0
COc1cc(OC)cc(C(=O)N[C@H](C(=O)NCc2ccco2)C(C)C)c1,1.1,-0.3,-2.2,7.5,0.8,-6.0,-4.8,-0.9,2.0,0.8,-1.9
CCOc1ccc(OCC(=O)N(C)c2c(N)n(Cc3ccccc3)c(=O)[nH]c2=O)cc1,5.3,0.3,-1.0,3.3,0.3,-0.3,-1.0,-0.9,0.0,0.9,-6.4
COC(=O)C[C@H]1CC[C@H]2[C@H](COc3ccc(NS(=O)(=O)c4cccc(F)c4)cc3C(=O)N2C)O1,0.8,·,-0.3,3.5,0.7,1.0,3.9,-0.3,·,-1.1,1.8
O=S(=O)(c1cccc2nsnc12)N1CCOCC1,0.7,1.6,-1.2,1.1,2.1,1.0,0.5,-0.2,1.3,-0.1,5.1
O=C(NC(=S)NCCC1=CCCCC1)c1ccc(Br)o1,-3.4,0.4,-1.3,7.7,-5.0,-5.0,-0.3,1.7,3.7,0.5,4.6
CC(=O)Nc1ccc(NC(=O)c2ccccc2CCc2ccccc2)cc1,2.9,-0.6,-1.6,0.0,-3.1,2.4,-1.2,-0.8,0.2,-0.2,7.0
C=CCN1C(=O)N/C(=C/c2ccccc2OCC(=O)Nc2ccc(F)cc2)C1=O,-0.2,-0.5,-0.6,-0.5,-1.1,-1.7,2.6,0.7,0.2,0.1,-2.3
O=c1ccc(-c2ccc(S(=O)(=O)Nc3ccccc3)o2)n[nH]1,-0.2,0.7,-1.0,0.3,-2.8,4.1,-2.4,-1.4,-1.8,1.4,-4.8
CCC(=O)Nc1c2c(nn1-c1ccc(C)cc1C)CSC2,3.0,0.7,-1.2,0.2,-3.3,0.1,0.8,-1.8,0.9,-0.5,-1.6
COc1cccc(NC(=O)c2oc3ccccc3c2NC(=O)C2CC2)c1,-16.6,-1.6,-1.9,0.0,1.4,-9.6,-23.0,-2.8,0.7,-1.6,6.3
CSc1ccccc1NC(=O)c1ccc(Br)o1,0.3,0.8,-0.1,8.5,1.5,3.3,1.9,0.6,1.8,0.4,4.3
CCc1cccc2c1NC(=O)C2(O)CC(=O)c1cccs1 (centres undefined),0.4,1.1,-1.0,1.1,-1.6,6.1,4.0,0.0,1.9,0.5,5.5
CCN(Cc1ccccc1)Cc1c(F)cccc1F,1.4,1.2,-1.3,9.3,2.2,0.2,-2.5,1.2,2.0,0.6,-6.5
COC(=O)c1ccc(NC(=O)CSc2nnc(COc3ccccc3)n2C)cc1,2.9,-0.6,-1.6,-0.4,-0.9,-6.5,0.6,-0.5,0.9,-0.4,2.3
O=c1c2c3c(sc2n2cnnc2n1CCc1ccccc1)CCCC3,3.6,0.3,-1.5,-1.0,-2.8,4.8,1.3,-1.2,1.1,-0.8,-10.2
NS(=O)(=O)c1ccc(NC(=O)COC(=O)Cc2c[nH]c3ccccc23)cc1,0.1,-0.3,0.1,4.7,-1.8,-61.1,-0.2,4.5,-0.4,-1.1,-11.3
COCC(C)NC(=O)NC1(C(F)(F)F)Oc2ccc(Cl)cc2O1 (centres undefined),-1.1,0.7,-0.9,-6.1,-5.0,-5.0,-1.8,-0.9,10.2*,-0.2,-5.2
Cc1ccccc1C(=O)N/N=C/c1ccc([N+](=O)[O-])s1,-13.1,-3.5,-2.6,-14.6,-3.7,0.5,-20.7,-5.3,-12.9,-4.3,4.7
Cc1cc2ncn(C(=O)c3cc(-c4ccccc4)nc4ccccc34)c2cc1C,-1.2,3.7,-2.3,-1.0,-5.8,-6.1,-0.3,-0.7,0.0,-0.2,-16.6
O=c1cc(CO)oc(C(Nc2ccccn2)c2cccc(F)c2)c1O (centres undefined),-10.1,-0.3,-1.3,0.8,-0.6,6.4,-14.2,0.6,1.7,0.7,-14.9
O=C(NC1(c2ccccc2)CC1)C1CCC(=O)N(Cc2ccc(Cl)cc2)C1 (centres undefined),-5.0,0.1,-1.0,0.2,-3.3,-0.9,-5.2,0.7,-1.7,0.9,-11.2
Cc1ccc(S(=O)(=O)N2CCC(C(=O)OCC(=O)N(CC(C)C)C3CCS(=O)(=O)C3)CC2)cc1C (centres undefined),2.1,0.5,-1.3,2.7,-3.1,4.1,-6.3,-0.6,1.3,-0.8,-6.0

# Following part.
SMILES,PLC-gamma1 inh,DAX1 inh-1,ssDAF-12 act,hgDAF-12 ag,ADAM17 inh,HGIII-sPLA2 inh,PLC-beta3 inh,hcDAF-12 act,FXN GAA850 act,DAX1 inh-2,ADAM10 inh
O=C(Nc1ccc2c(c1)OCO2)C1CCN(C(=O)c2cccs2)CC1,-0.8,-0.4,0.0,-0.3,-2.1,1.2,1.9,1.2,-0.6,-0.1,0.9
CCOc1cccc(C(=O)Nc2nccs2)c1,1.0,1.5,-1.1,7.0,-3.1,1.9,0.3,0.3,0.4,0.5,-2.7
CN(C)CC(C)(C)CNc1ccc(S(=O)(=O)N2CCCC2)cn1,-2.4,0.5,-0.9,0.1,-0.7,-2.1,1.0,0.5,-2.2,-0.2,1.9
Cc1cccc(-n2c(Cc3cc(=O)[nH]c(=O)[nH]3)nnc2SCC(=O)N2CCc3ccccc32)c1,3.7,1.3,-0.6,3.1,1.9,-19.4,-4.4,6.2*,1.8,0.1,1.1
CCCOc1ccc(C2c3c(oc4ccccc4c3=O)C(=O)N2CCCN2CCOCC2)cc1 (centres undefined),-48.8,-1.4,-0.8,0.7,-65.6,-9.0,-58.4,-0.3,-2.4,-0.5,-227.5
O=C(CCS(=O)(=O)Cc1ccccc1)Nc1nncs1,6.7,0.6,-0.7,0.8,3.4,3.9,-5.2,-0.2,-1.8,0.0,13.4
CCN(c1ccccc1)S(=O)(=O)c1ccc(C(=O)Nc2ncccc2C)cc1,2.1,-1.4,-1.5,-1.4,-1.8,0.6,2.3,-0.1,2.3,-0.9,-0.7
COCCNC(=O)c1sc(=O)n(Cc2ccc(SC)cc2)c1C,0.7,·,-1.4,1.9,-0.7,3.7,0.5,0.8,1.3,-0.6,-8.7
CCCCCn1c(SCC(=O)CC(=O)OCC)nc2cc(C(=O)N3CCC(C(N)=O)CC3)ccc2c1=O,-9.0,-1.2,-1.4,-0.8,-5.6,-4.8,-18.5,-1.4,-1.4,-0.3,0.9
O=S(=O)(Cc1ccccc1)C1CCCCC1O (centres undefined),0.2,0.2,-1.4,-0.7,0.9,-2.2,-1.9,-1.0,0.5,-0.4,0.1
O=C(NN=Cc1ccccc1Cl)c1ccc([N+](=O)[O-])cc1,-1.9,0.5,-0.2,2.1,-2.5,1.2,3.3,-1.5,-1.4,-0.3,-11.9
Cc1occc1C(=O)NNC(=O)c1cccc(F)c1,1.6,0.0,-0.7,0.5,-1.3,1.3,1.2,0.0,0.3,0.4,2.8
COc1ccc(C(=O)NC2CC2)cc1OC1CCN(Cc2cnn(C)c2)CC1,5.3,1.4,-0.8,0.4,1.0,-5.7,-3.0,1.0,0.8,0.7,2.5
O=C(CNCCO)N1N=C(c2cccs2)CC1c1cccs1 (centres undefined),-5.8,2.2,-1.7,-1.1,-6.5,8.5,-13.3,0.2,-0.4,-1.2,1.1
C/C(=N\NC(=O)c1ccccc1F)c1cccc(NC(=O)c2ccc(C)cc2)c1,0.5,0.2,-0.6,13.5*,-4.0,2.2,-8.8,0.7,4.2,5.0*,-4.1
COc1ccccc1OCc1ccc(C(=O)n2nc(C)c(Cl)c2C)o1,9.2,1.0,-1.1,-0.2,-1.1,6.1,1.3,-1.0,-0.9,0.5,8.2
COc1ccc(NC2CCCN(C(=O)CSc3ccncc3)C2)cc1 (centres undefined),-1.4,1.6,-1.2,0.9,-2.0,5.9,-10.4,-1.1,1.2,-1.7,-5.5
C[C@H]1CN([C@@H](C)CO)C(=O)CCCn2nncc2CO[C@H]1CN(C)S(=O)(=O)c1ccc(C#N)cc1,5.4,-0.4,-0.7,1.3,2.0,-0.1,4.4,0.8,-2.0,1.6,1.6
COc1ccc(C(=O)Nc2ccc3c(c2)nc2n3CCSC2)cc1,-44.6,-0.1,0.0,8.6,-4.4,-1.2,-48.1,1.0,2.7,1.9,-22.6
Cc1ccc(C(C(=O)NCc2ccc(F)cc2)N(CCCO)C(=O)C2COc3ccccc3O2)o1 (centres undefined),2.5,-0.7,-2.8,-4.3,0.2,-9.2,4.7,1.0,-1.0,-1.6,7.8
CCC(=Nc1ccc(Cc2ccncc2)cc1)c1c(O)n(C)c(=O)n(C)c1=O,-35.8,2.0,0.4,0.7,-1.0,0.7,2.9,-1.2,2.8,-0.2,7.2
O=C(Nc1ccc(F)cc1)C1CCCN(S(=O)(=O)c2cccc3nonc23)C1 (centres undefined),0.7,-1.3,-1.3,3.1,-0.2,-7.2,-5.8,-0.1,-1.9,-0.1,-3.2
CN(C)C(=O)c1cccn1-c1ncc(C(F)(F)F)cc1Cl,1.0,0.4,-0.8,-3.4,-0.6,2.5,3.7,0.1,1.3,0.2,-2.9
O=C(O)CC(C(=O)O)N1C(=O)/C(=C/c2ccc(-c3nc4ccccc4s3)o2)SC1=S (centres undefined),-10.1,0.1,-0.5,1.8,-6.9,-11.5,-72.2,5.0,1.9,0.4,-17.2
O=C(Nc1nnc(S(=O)(=O)N2CCOCC2)s1)c1cccc(F)c1,-19.0,3.0,-0.7,8.4,-2.4,-9.8,-23.1,3.1,2.6,2.7,3.1
COc1cccc2cc(C(=O)C3=C(O)C(=O)N(CCN4CCOCC4)C3c3cccc(Cl)c3)oc12 (centres undefined),-4.0,-0.6,-1.0,-1.2,0.7,-5.2,-16.7,-1.9,1.2,-1.2,-12.2
COc1ccc(OC)c(C2=NOC(C(=O)Nc3cc(C)nn3-c3ccccc3)C2)c1 (centres undefined),-2.5,-0.1,-0.5,-3.1,-10.9,12.0,-2.8,-0.4,-0.8,-0.6,-26.7
O=C(COC(=O)c1cccc([N+](=O)[O-])c1)NCc1ccc2c(c1)OCO2,-1.4,0.9,-0.1,4.2,0.5,3.3,-3.8,1.3,1.9,0.5,5.2

# Two compounds picked at random from the list so far, as already listed:
SMILES,PLC-gamma1 inh,DAX1 inh-1,ssDAF-12 act,hgDAF-12 ag,ADAM17 inh,HGIII-sPLA2 inh,PLC-beta3 inh,hcDAF-12 act,FXN GAA850 act,DAX1 inh-2,ADAM10 inh
O=C(O)CC(C(=O)O)N1C(=O)/C(=C/c2ccc(-c3nc4ccccc4s3)o2)SC1=S (centres undefined),-10.1,0.1,-0.5,1.8,-6.9,-11.5,-72.2,5.0,1.9,0.4,-17.2
CN(C)C(=O)c1cccn1-c1ncc(C(F)(F)F)cc1Cl,1.0,0.4,-0.8,-3.4,-0.6,2.5,3.7,0.1,1.3,0.2,-2.9
